C diff HTS: blocks growth of Clostridium difficile | 0.25% of 86,000 active | AID 1259249 | Clostridium difficile clinical isolate growth, OD600, 24 h; hits give low values | growth activity, negative = inhibition, % at 16 µg/mL (by protocol);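 active means mean growth activity at or below -80% and every replicate also at or below -80%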;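 further: 0% = DMSO wells and -100% = levofloxacin 16 µg/mL wells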
T cruzi growth: inhibitors of T. cruzi proliferation; T. cruzi beta-gal in NIH3T3, GalScreen luminescence, 90 h; inhibition, % at 8.34 µM; 5.9% of 77,000 active;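 active means mean inhibition above about 93%, with at least 55% of replicates each passing it, limit read from the data, passing the limit was not always enough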
Pf Dd2 growth: P. falciparum Dd2 growth inhibition; 2.3% of 94,000 active; activity change, % at 10 µM; SYBR Green, 72 h; hits give low values; in the data active means activity change below about -80%
GASC1 inh: blocks human GASC-1 (KDM4C) demethylase activity | AID 720574 | GST-KDM4C 2-372, H3K9me3 peptide, LANCE TR-FRET | 0.15% of 96,000 active | inhibition, % at 12.5 µM | Q9H3R0;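 active means mean replicate inhibition above about 25%, with at least 55% of replicates also reaching it, limit read from the data, passing the limit was not always enough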
Target sequence (Q9H3R0 2-372 limits assumed): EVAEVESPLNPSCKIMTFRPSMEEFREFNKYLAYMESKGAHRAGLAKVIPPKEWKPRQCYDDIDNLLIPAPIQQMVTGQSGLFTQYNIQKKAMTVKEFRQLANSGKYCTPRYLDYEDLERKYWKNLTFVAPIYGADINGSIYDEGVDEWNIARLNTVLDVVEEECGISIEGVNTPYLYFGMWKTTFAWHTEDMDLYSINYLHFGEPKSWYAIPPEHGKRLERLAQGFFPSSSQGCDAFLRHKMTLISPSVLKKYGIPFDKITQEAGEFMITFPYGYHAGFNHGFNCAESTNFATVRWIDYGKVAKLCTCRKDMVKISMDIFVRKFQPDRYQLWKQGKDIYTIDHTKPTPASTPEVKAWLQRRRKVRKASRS
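System: N-terminal GST-fused human GASC-1 (KDM4C) fragment, residues 2-372 / Amount: 10 nM GST-KDM4C in enzyme reaction / Also added: H3K9me3 peptide with Fe(II)/2OG / Times: 30 min demethylation and 1 h detection at room temperature / Signal: LANCE TR-FRET / Read-out basis: Fall in 671/618 emission ratio as inhibition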
* marks the source's active call; other numbers are inactive results; / = not tested or not shown; & = joins results of further samples.

Value order: C diff HTS, T cruzi growth, Pf Dd2 growth, GASC1 inh
> C[C@H](CO)N1C[C@H](C)[C@@H](CN(C)Cc2ccccc2)Oc2ccc(NS(=O)(=O)c3cccs3)cc2CC1=O
    1, 95, -23, 1.2
> COc1ccc2c3c([nH]c2c1)[C@H](CO)N(C(=O)C1CCCC1)CC31CN(Cc2nccs2)C1
    -1, /, -22, -0.7
> C[C@H](CO)N1C[C@H](C)[C@H](CN(C)Cc2ccc(Oc3ccccc3)cc2)Oc2ccc(NS(C)(=O)=O)cc2CC1=O
    -20, /, -1, -1.3
> COc1ccc(NC(=O)N2CC(=O)N3[C@H](CO)[C@H](c4ccc(/C=C/c5ccccc5)cc4)[C@@H]3C2)cc1
    0, /, -45, 1.0
> COc1cccc(CNC(=O)C[C@H]2CC[C@H]3[C@@H](COc4ccc(NS(=O)(=O)c5ccccc5F)cc4C(=O)N3C)O2)c1
    -8, -1, 0, -1.5
> CCC(=O)N1CC2(C1)[C@H](c1ccc(-c3ccc(F)cc3)cc1)[C@H](CO)N2S(C)(=O)=O
    -2, /, -38, -0.2
> C/C=C/c1ccc2c(c1)O[C@@H](CN(C)C(=O)Nc1cc(F)ccc1F)[C@@H](C)CN([C@H](C)CO)S2(=O)=O
    11, -12, -42, -0.3
> O=C(Nc1ccc2c(c1)OCO2)N[C@@H]1C=C[C@@H](CC(=O)N2CCN(c3ccccc3)CC2)O[C@H]1CO
    /, 18, -8, 1.0
> CC(C)C(=O)Nc1ccc2c(c1)C(=O)N(C)[C@@H]1CC[C@H](CC(=O)N[C@@H](C)c3ccccc3)O[C@@H]1CO2
    -3, 21, -2, 2.8
> CCNC(=O)C[C@@H]1CC[C@@H]2[C@@H](COc3ccc(NS(C)(=O)=O)cc3C(=O)N2C)O1
    -2, -15, 13, -0.4
> COc1cccc(CN(C)C[C@H]2OCc3cnnn3CCCC(=O)N([C@H](C)CO)C[C@@H]2C)c1
    2&-1, 39&-39, -4&-9, -1.9
> CCC(=O)N1CC2(CN(C(=O)c3cccnc3)C2)c2c([nH]c3cc(OC)ccc23)[C@H]1CO
    0, /, -16, -0.9
> O=C(C[C@@H]1CC[C@H](NS(=O)(=O)c2ccc(F)cc2)[C@H](CO)O1)NCc1ccc(Cl)c(Cl)c1
    /, -3, 5, -1.5
> CN1C(=O)c2cc(NC(=O)C3CCCCC3)ccc2OC[C@@H]2O[C@@H](CC(=O)NCc3ccccc3F)CC[C@@H]21
    6, -78, 1, -3.0
> O=C(Cc1ccccc1)N1CC(=O)N2[C@H](CO)[C@H](c3ccc(-c4cccc(F)c4)cc3)[C@@H]2C1
    10, /, -3, 0.2
> Cc1ccc(S(=O)(=O)N[C@H]2CC[C@H](CC(=O)NCCN3CCCCC3)O[C@H]2CO)cc1
    -4, 24, 18, -0.7
> C[C@H](CO)N1C[C@H](C)[C@@H](CN(C)CC2CC2)Oc2c(NC(=O)c3cnccn3)cccc2C1=O
    1, -6, 16, 0.1
> Cn1cnc(S(=O)(=O)N2C[C@H](O)COC[C@@H]3O[C@@H](CC(=O)N4CCN(c5ccccc5)CC4)CC[C@H]32)c1
    -4&-4, -81, 12, 1.1
> CC(C)NC(=O)N(C)C[C@H]1Oc2ccc(NC(=O)Nc3cccc4ccccc34)cc2CC(=O)N([C@@H](C)CO)C[C@H]1C
    -4, -32, -6, 2.3
> COc1ccc(NC(=O)N(C)C[C@@H]2OCCCC[C@@H](C)Oc3ccc(NC(=O)Nc4ccc(F)cc4)cc3C(=O)N([C@H](C)CO)C[C@@H]2C)cc1
    2, -18, -54, -2.9
> COc1ccc(NC(=O)N(C)C[C@@H]2Oc3c(NS(C)(=O)=O)cccc3C(=O)N([C@H](C)CO)C[C@H]2C)cc1
    -3, -45, 8, 0.5
> COc1ccc(NC(=O)N(C)C[C@@H]2Oc3ccc(NS(=O)(=O)c4ccccc4)cc3C(=O)N([C@H](C)CO)C[C@@H]2C)cc1
    -3, -13, 18, 1.2
> COc1cccc(S(=O)(=O)N2C[C@H](O)COC[C@H]3O[C@@H](CC(=O)N4CCN(C)CC4)CC[C@@H]32)c1
    /, -26, -4, 0.1
> COc1ccc2c3c(n(C)c2c1)[C@H](CO)N(C(=O)Nc1ccc(F)cc1)CC31CN(C(=O)CC2CC2)C1
    -4, /, -66, -1.6
> C[C@H](CO)N1C[C@H](C)[C@H](CN(C)Cc2ccc(Cl)c(Cl)c2)Oc2ccc(NC(=O)CCCCCC(=O)Nc3ccccc3N)cc2C1=O
    /, 97*, -27, -2.7
> CCC(=O)N1C[C@H](O)COC[C@@H]2O[C@H](CC(=O)NCc3ccccc3Cl)CC[C@H]21
    -3&-4, /, 13, 0.4
> C[C@@H]1CN([C@@H](C)CO)C(=O)c2cc(NC(=O)Cc3cn(C)c4ccccc34)ccc2O[C@H]1CN(C)S(=O)(=O)c1cccs1
    /, 54, -32, 8.5
> O=C(Nc1ccc2c(c1)[C@H]1C[C@@H](CC(=O)N3CCc4ccccc4C3)O[C@H](CO)[C@H]1O2)c1cccnc1
    /, -23, -18, 18
> C[C@@H]1CN([C@@H](C)CO)C(=O)Cc2cc(NC(=O)c3ccncc3)ccc2O[C@H]1CN(C)Cc1ccc(-c2ccccc2)cc1
    6, 109*, -66, -1.8
> CC(=O)Nc1ccc2c(c1)C(=O)N(C)[C@@H]1CC[C@H](CC(=O)NC3CCCCC3)O[C@H]1CO2
    -3, -34, -11, 1.7
> Cc1ccc(S(=O)(=O)N[C@H]2CC[C@@H](CCn3cc(C4CC4)nn3)O[C@@H]2CO)cc1
    -2, /, 8, 3.9
> Cc1ccc(S(=O)(=O)N(C)C[C@@H]2Oc3ccc(NC(=O)Cn4cnnn4)cc3CC(=O)N([C@@H](C)CO)C[C@@H]2C)cc1
    -1, -2, -23, 5.2
> CCC(=O)N1C[C@@H]2[C@H](c3ccccc31)[C@@H](CO)N2C(=O)CC1CC1
    0, 6, -72, -0.1
> COc1ccc(-c2ccc([C@H]3[C@@H](C#N)N(C(=O)NC(C)C)[C@H]3CO)cc2)cc1
    6, 98*, -80, -2.9
> O=C(C[C@H]1C[C@@H]2c3cc(NS(=O)(=O)c4ccc(F)cc4)ccc3O[C@@H]2[C@H](CO)O1)NC1CCCC1
    /, -28, -14, -2.8
> O=C(C[C@H]1CC[C@@H]2[C@H](COC[C@H](O)CN2C(=O)c2ccccn2)O1)NC1CCC1
    21&10, /, -12, -1.2
> COc1ccccc1S(=O)(=O)N[C@H]1C=C[C@@H](CC(=O)N2CCCCC2)O[C@H]1CO
    /, -9, -28, 3.7
> COCC(=O)Nc1ccc2c(c1)C(=O)N(C)C[C@@H](OC)[C@@H](C)CN(Cc1ccccc1)[C@@H](C)CO2
    /, 0, -26, 1.2
> CCCN(C)C[C@H]1Oc2cc(-c3ccccc3)ccc2S(=O)(=O)N([C@H](C)CO)C[C@H]1C
    1, 17, -34, -0.7
> C[C@@H]1CCCCO[C@@H](CN(C)C(=O)c2ccncc2)[C@H](C)CN([C@@H](C)CO)C(=O)c2cc(NS(=O)(=O)c3ccc(F)cc3)ccc2O1
    /, -76, 8, 1.4
> O=C(C1CCCCC1)N1CC[C@H]2[C@H](CO)Nc3ccc(Br)cc3[C@H]21
    35, 46, -73, -6.6
> CCc1csc(N2[C@@H](C#N)[C@@H](c3ccccc3-c3ccc(F)cc3)[C@@H]2CO)n1
    -4, /, -24, -3.4
> CC(C)NC(=O)N(C)C[C@@H]1OCCCC[C@@H](C)Oc2ccc(NC(=O)c3ccccc3)cc2C(=O)N([C@@H](C)CO)C[C@@H]1C
    14, 78, -36, -0.3
> O=C(C[C@H]1C[C@H]2c3cc(NC(=O)NC4CCCC4)ccc3O[C@H]2[C@H](CO)O1)NCc1cccc(F)c1
    -4, /, -8, -2.3
> C[C@@H]1CN([C@@H](C)CO)C(=O)c2cc(NS(=O)(=O)c3ccc(Cl)cc3)ccc2O[C@H]1CN(C)C(=O)Nc1ccc(C(F)(F)F)cc1
    /, 27, -4, 1.8
> CCNC(=O)C[C@@H]1CC[C@H]2[C@@H](COC[C@@H](O)CN2C(=O)c2ccccn2)O1
    1&-1, -115, 36, -2.6
> COc1ccccc1CN(C)C[C@@H]1OCc2cnnn2CCCC(=O)N([C@H](C)CO)C[C@@H]1C
    /, -9, -5, -0.2
> CC(=O)N(C)C[C@H]1Oc2cc(-c3ccc(F)cc3)ccc2S(=O)(=O)N([C@H](C)CO)C[C@@H]1C
    -1, 42, -8, -1.9
> COCCNC(=O)C[C@@H]1C[C@H]2c3cc(NS(=O)(=O)c4ccc(F)cc4)ccc3O[C@H]2[C@@H](CO)O1
    6, -57, 6, 1.1
> CC(C)c1cn(CC[C@@H]2CC[C@H](NC(=O)C3CCCC3)[C@H](CO)O2)nn1
    2, /, -4, 0.8
> COc1ccc(CN(C)C[C@@H]2Oc3c(NS(=O)(=O)c4ccc(C)cc4)cccc3C(=O)N([C@@H](C)CO)C[C@@H]2C)cc1
    10, 20, -3, -0.3
> N#C[C@H]1[C@H](c2ccccc2-c2ccccc2F)[C@@H](CO)N1C(=O)C1CCOCC1
    14, /, -71, -0.8
> C[C@H](CO)N1C[C@H](C)[C@H](CN(C)Cc2cccnc2)Oc2cc(C#CC3CC3)ccc2S1(=O)=O
    8, /, -24, 0.3
> O=C(Nc1cccc(F)c1)N1CC(=O)N2[C@H](CO)[C@H](c3ccc(-c4ccc(F)cc4)cc3)[C@H]2C1
    -1, /, -2, -0.3
> C[C@H]1CN([C@@H](C)CO)C(=O)c2cccc(NC(=O)NC3CCCCC3)c2O[C@H]1CN(C)S(=O)(=O)c1cn(C)cn1
    /, -154, 12, 0.3
> C[C@H]1CN([C@@H](C)CO)C(=O)Cc2cc(NS(=O)(=O)c3ccccc3)ccc2O[C@@H]1CN(C)Cc1ccc(Oc2ccccc2)cc1
    69, 13, 1, -3.5
> C[C@@H]1CCCCO[C@@H](CN(C)C(=O)NC2CCCCC2)[C@H](C)CN([C@@H](C)CO)C(=O)c2cc(NC(=O)Nc3ccccc3)ccc2O1
    1, 5, -18, 0.3
> CCC(=O)N(C)C[C@H]1Oc2ncc(C#C[C@@H](C)O)cc2C(=O)N([C@@H](C)CO)C[C@H]1C
    -4, -118, 36, 1.7
> CC(C)NC(=O)Nc1ccc2c(c1)C(=O)N([C@H](C)CO)C[C@@H](C)[C@H](CN(C)Cc1ccc(-c3ccccc3)cc1)O2
    -10, -157, -36, 1.4
> C[C@@H]1CN([C@@H](C)CO)C(=O)c2cc(NC(=O)Nc3cccc4ccccc34)ccc2O[C@@H]1CN(C)Cc1ccc(-c2ccccc2)cc1
    22, 84, 0, -3.5

(listing goes on)
Value order: C diff HTS, T cruzi growth, Pf Dd2 growth, GASC1 inh
> COc1ccc(NC(=O)N(C)C[C@H]2OCCCC[C@@H](C)Oc3ccc(NC(=O)c4ccncc4)cc3C(=O)N([C@@H](C)CO)C[C@H]2C)cc1
    4, 35, -14, -2.2
> C[C@H](CO)N1C[C@H](C)[C@@H](CN(C)C(=O)Nc2ccc(C(F)(F)F)cc2)Oc2ncc(-c3ccc(C#N)cc3)cc2C1=O
    -7, /, -14, 0.2
> C[C@H](CO)N1C[C@H](C)[C@H](CN(C)S(=O)(=O)c2ccc(F)cc2)Oc2ccc(NS(=O)(=O)c3cccs3)cc2C1=O
    -1, 49, -6, 1.0
> CNC[C@H]1OCCCC[C@@H](C)Oc2ccc(NS(=O)(=O)c3cccs3)cc2C(=O)N([C@@H](C)CO)C[C@H]1C
    0, 62, 8, 1.2
> COCC(=O)Nc1ccc2c(c1)OC[C@H](C)N(Cc1cccc(F)c1)C[C@@H](C)[C@@H](OC)CN(C)C2=O
    /, 24, 20, 0.5
> COc1cc(CN2CC3(CCN(C(=O)c4cccnc4)CC3)c3c([nH]c4cc(OC)ccc34)[C@@H]2CO)cc(OC)c1
    -1, /, -89*, -0.6
> C[C@@H](NC(=O)[C@@H]1[C@@H](CO)[C@@H]2Cn3c(ccc(-c4ccncc4)c3=O)[C@@H]2N1C)c1ccccc1
    17, 34, /, 1.9
> C[C@H](CO)N1C[C@H](C)[C@@H](CN(C)S(=O)(=O)c2cn(C)cn2)Oc2ccc(NS(=O)(=O)c3ccc(Cl)cc3)cc2C1=O
    -4, 70, 6, -0.2

Single values from the list.
`COc1ccc(NC(=O)N(C)C[C@H]2OCCCC[C@@H](C)Oc3ccc(NC(=O)c4ccncc4)cc3C(=O)N([C@@H](C)CO)C[C@H]2C)cc1` @ GASC1 inh: -2.2
`COc1cc(CN2CC3(CCN(C(=O)c4cccnc4)CC3)c3c([nH]c4cc(OC)ccc34)[C@@H]2CO)cc(OC)c1` @ GASC1 inh: -0.6

Some of the entries so far, bar-delimited.
smiles | C diff HTS | T cruzi growth | Pf Dd2 growth | GASC1 inh
COc1ccc(NC(=O)N(C)C[C@H]2OCCCC[C@@H](C)Oc3ccc(NC(=O)c4ccncc4)cc3C(=O)N([C@@H](C)CO)C[C@H]2C)cc1 | 4 | 35 | -14 | -2.2
C[C@H](CO)N1C[C@H](C)[C@@H](CN(C)C(=O)Nc2ccc(C(F)(F)F)cc2)Oc2ncc(-c3ccc(C#N)cc3)cc2C1=O | -7 | / | -14 | 0.2
C[C@H](CO)N1C[C@H](C)[C@H](CN(C)S(=O)(=O)c2ccc(F)cc2)Oc2ccc(NS(=O)(=O)c3cccs3)cc2C1=O | -1 | 49 | -6 | 1.0
CNC[C@H]1OCCCC[C@@H](C)Oc2ccc(NS(=O)(=O)c3cccs3)cc2C(=O)N([C@@H](C)CO)C[C@H]1C | 0 | 62 | 8 | 1.2

Screening results as filed in PubChem BioAssay.
